Source: PubChem BioAssay
GRIN3A LBD mod: modulates the human NR3A ligand-binding domain. NR3A LBD differential scanning fluorimetry, Tm shift; 0% = protein alone, 100% = glycine-bound protein. Tm shift relative to glycine control, % at 25 µM. actives 2.5% (n = 340,000). AID 1259313;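 active = melting temperature shift of at least 10% of the positive control shift, at one fixed dose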
MPTP inh: permeability transition pore inhibition; isolated mouse mitochondria, Ca2+ swelling absorbance, 30 min; inhibition, % at 10 µM; actives 1.4% (n = 360,000);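 active = inhibition of 50% or more, scaled per plate between neutral and stimulator controls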;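 note: 0% = DMSO wells given calcium and 100% = 1 mM EGTA wells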
NALP3 yeast inh: NALP3 inhibition in yeast; actives 0.39% (n = 330,000); AID 2825; inhibition, % at 10 µM; Yeast reconstituted NLRP3/ASC/caspase-1, beta-gal luminescence, 24 h;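 active = inhibition of 50% or more; inactive = inhibition below 50%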;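 note: plate controls were induced DMSO wells for no effect and uninduced yeast grown without galactose for full effect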
APJ ag: APJ receptor agonism. actives 0.11% (n = 330,000). CHO-K1 APJ PathHunter beta-arrestin, luminescence; 0% DMSO wells, 100% apelin. P35414. activation, % at 20 µM;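 active = activation more than six SD over the plate average, tested at 20 µM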;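 note: 0% = DMSO alone and 100% = apelin-13 at 10 nM; some results filed as inactive read as strong as hits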
Target sequence (P35414 whole entry, looked up): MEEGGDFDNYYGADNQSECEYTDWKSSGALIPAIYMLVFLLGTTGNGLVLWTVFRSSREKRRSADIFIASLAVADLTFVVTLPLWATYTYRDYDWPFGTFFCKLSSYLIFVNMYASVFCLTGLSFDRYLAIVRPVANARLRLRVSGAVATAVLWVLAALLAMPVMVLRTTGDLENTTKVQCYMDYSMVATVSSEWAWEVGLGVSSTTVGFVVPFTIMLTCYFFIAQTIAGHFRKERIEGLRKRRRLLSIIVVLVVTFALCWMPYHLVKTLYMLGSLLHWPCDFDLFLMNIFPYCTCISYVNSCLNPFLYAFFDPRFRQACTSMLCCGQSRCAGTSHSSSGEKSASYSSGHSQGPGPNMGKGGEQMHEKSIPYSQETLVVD
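Assay system: CHO-K1 APJ beta-arrestin complementation cell line / Compound: single test compound dose, 20 µM final, 1% DMSO / Times: overnight seeding, 90 min compound at 25 °C, 1 h detection / Technique: beta-gal luminescence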
tim10-1 inh: tim10-1 yeast growth inhibition; S. cerevisiae tim10-1 ts strain growth, BacTiter-Glo, 24 h; inhibition, % at 20 µM; actives 2.2% (n = 330,000); AID 463190;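 active = inhibition of at least 40%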;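 note: mutant grown at 25 °C; 0% = DMSO wells with yeast and 100% = wells holding no yeast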
TIM10 inh: growth inhibitors of TIM10 yeast strain; S. cerevisiae TIM10 strain growth, BacTiter-Glo luminescence, 24 h; inhibition, % at 10 µM; actives 1.4% (n = 330,000); AID 463195;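 active = inhibition of 40% or more at the single tested concentration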;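 note: wild-type TIM10 isogenic control strain grown at permissive 25 °C; 0% = DMSO yeast wells and 100% = minimal medium wells without yeast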
tim23-1 inh: inhibits growth of tim23-1 mutant yeast; S. cerevisiae tim23-1 growth, BacTiter-Glo luminescence, 24 h; inhibition, % at 20 µM; actives 1.3% (n = 330,000);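 active = growth inhibition of the mutant yeast at or above 50%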;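 note: temperature-sensitive mutant grown at 25 °C; plate controls were DMSO-treated mutant yeast for no effect and medium wells lacking yeast for full effect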
APJ antagonist: APJ receptor antagonism; P35414; CHO-K1 APJ beta-arrestin complementation, luminescence; inhibition, % at 20 µM; actives 0.32% (n = 330,000); AID 2521;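 active = inhibition above about 40% at 20 µM, limit read from the data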;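 note: cells challenged with 10 nM apelin-13 agonist together with compound; plate controls were apelin-13 plus DMSO wells for no effect and DMSO wells lacking apelin-13 for full effect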
beta cell repl: MIN6 beta-cell proliferation induction. MIN6 cells proliferation, ATPlite luminescence, 48 h; cells starved in 0.2% serum; 100% = growth in 10% serum. actives 0.29% (n = 330,000). proliferation, % at 10 µM. AID 2380;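 active = compounds whose signal lies at least 3.5 SD above the mean of all wells on their plate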;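 note: 0% = DMSO-treated cells in low-serum medium and 100% = 10% serum control; some compounds called inactive have numbers as strong as hits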
* = called active by the depositor.

Start of the data: the first four compounds (preview)
#	Structure	GRIN3A LBD mod	MPTP inh	NALP3 yeast inh	APJ ag	tim10-1 inh
1	CCC(CC)C(=O)Nc1ccc(C(=O)c2ccccc2)cc1	0	2.0	17	-1	19
2	COc1cccc(NC(=O)Nc2cc(C)on2)c1	-2	0.9	18	-2	-8
3	O=C(CN1C(=O)C2CC=CCC2C1=O)NCc1cccs1 (stereo unspecified)	-2	0.5	16	-4	-15
4	COCCN(C(=O)c1csnn1)C(C(=O)NC1CCCCC1)c1cccs1 (stereo unspecified)	2	-0.5	4	4	13

#	TIM10 inh	tim23-1 inh	APJ antagonist	beta cell repl
1	15	23	-5	-1
2	-5	9	6	0
3	-7	-11	-25	-1
4	3	0	-2	-1

Results, previewed entries included:
#	Structure	GRIN3A LBD mod	MPTP inh	NALP3 yeast inh	APJ ag	tim10-1 inh
1	CCC(CC)C(=O)Nc1ccc(C(=O)c2ccccc2)cc1	0	2.0	17	-1	19
2	COc1cccc(NC(=O)Nc2cc(C)on2)c1	-2	0.9	18	-2	-8
3	O=C(CN1C(=O)C2CC=CCC2C1=O)NCc1cccs1 (stereo unspecified)	-2	0.5	16	-4	-15
4	COCCN(C(=O)c1csnn1)C(C(=O)NC1CCCCC1)c1cccs1 (stereo unspecified)	2	-0.5	4	4	13
5	O=C(CN1C(=O)NC2(CCCC2)C1=O)NCc1ccco1	-2	-0.9	-3	-1	2
6	COc1ccc(C2CC(=O)c3c(C)nc(N4CCN(c5ccccc5)CC4)nc3C2)cc1 (stereo unspecified)	727*	2.9	-13	-9	13
7	COc1ccc(NCc2nnc(SCC(=O)c3ccc(C)cc3)o2)cc1	-2	-0.8	24	3	25
8	CCCCn1c(N)c(N(CCOC)C(=O)c2cc(-c3ccc(OC)c(OC)c3)nc3ccccc23)c(=O)[nH]c1=O	0	0.6	22	-6	-2
9	CCN1C(=O)[C@@H]2[C@@H](c3ccc(-c4ccc(C(C)=O)cc4)cc3)N3CCC[C@@]3(C(=O)OC)[C@@H]2C1=O	-2	0.4	15	4	-12
10	COc1cc(/C=C/C(=O)O)cc(OC)c1OC	1	-0.5	4	-5	2
11	O=C(NNc1nc2ccccc2o1)c1ccccc1	-1	0.7	15	4	10
12	CC(C)CCN1CCN(Cc2cc3ccccc3[nH]2)CC1CCO (stereo unspecified)	-1	1.3	2	-1	14

#	TIM10 inh	tim23-1 inh	APJ antagonist	beta cell repl
1	15	23	-5	-1
2	-5	9	6	0
3	-7	-11	-25	-1
4	3	0	-2	-1
5	11	3	-7	-2
6	8	1	8	-2
7	16	23	-11	-6
8	-1	-3	-4	2
9	12	8	5	-3
10	-6	-21	-7	-3
11	11	-4	8	-1
12	6	15	-1	-1

The list continues.
#	Structure	GRIN3A LBD mod	MPTP inh	NALP3 yeast inh	APJ ag	tim10-1 inh
13	O=S(=O)(Nc1ccc(-n2cnnn2)cc1)c1ccccc1F	-1	0.5	-7	-3	8
14	COc1cc(CC(=O)N(CC(C)C)C2CCS(=O)(=O)C2)cc(OC)c1OC (stereo unspecified)	-1	1.1	22	0	7
15	CS/C(=C/[N+](=O)[O-])Nc1cccc2c1C(C)CC2(C)C (stereo unspecified)	-1	3.2	24	-3	32
16	N#C/C(=C(/O)CSc1nnc(Cc2cccs2)n1C1CCCCC1)c1nc2ccccc2[nH]1	-5	-11	12	1	26
17	COc1ccc(/C=N\NC(=O)c2cc(O)c(O)c(O)c2)cc1COc1ccc(C(=O)OCC(C)C)cc1	77*	9.4	16	5	23
18	COc1ccc(-c2nn(-c3ccccc3)cc2CNC(C)Cn2cncn2)c(F)c1 (stereo unspecified)	0	-1.3	2	1	28
19	Cn1nccc1C(=O)NCCN1C(=O)OC(C)(C)C1(C)O (stereo unspecified)	-1	0.3	-9	-3	11
20	CCOc1ccccc1N1CC(C(=O)N(CC)C2CCS(=O)(=O)C2)CC1=O (stereo unspecified)	-1	-2.6	1	-1	-6
21	COCC(C)NC(=O)/C=C/c1ccc(OC)cc1 (stereo unspecified)	0	-2.2	-2	-4	15
22	Cc1nnc(-c2cccc(Br)c2)c2cn(-c3cccc(Br)c3)nc12	-3	23	10	-1	28
23	NC(CS(=O)O)C(=O)O (stereo unspecified)	1	-4.6	13	6	8
24	Cc1ccc(-n2nc3c(=O)n(CCCC(=O)NCCc4ccccc4C)nc(C)c3c2C)cc1	0	-0.4	2	-5	16

#	TIM10 inh	tim23-1 inh	APJ antagonist	beta cell repl
13	16	14	11	-1
14	2	9	2	-2
15	34	37	-5	-2
16	6	8	-2	-1
17	8	29	12	-5
18	0	14	9	0
19	6	-2	-12	3
20	-5	-7	1	-3
21	2	2	-3	0
22	19	2	13	-4
23	3	6	-3	4
24	8	10	12	-5

Entries of single compounds, looked up by structure. Values in the order: GRIN3A LBD mod | MPTP inh | NALP3 yeast inh | APJ ag | tim10-1 inh | TIM10 inh | tim23-1 inh | APJ antagonist | beta cell repl
`O=C(CN1C(=O)NC2(CCCC2)C1=O)NCc1ccco1` across the screens: -2 | -0.9 | -3 | -1 | 2 | 11 | 3 | -7 | -2
`COc1ccc(-c2nn(-c3ccccc3)cc2CNC(C)Cn2cncn2)c(F)c1` (stereo unspecified) across the screens: 0 | -1.3 | 2 | 1 | 28 | 0 | 14 | 9 | 0

Next part
#	Structure	GRIN3A LBD mod	MPTP inh	NALP3 yeast inh	APJ ag	tim10-1 inh
25	O=C1CCC(C(=O)OCc2nnc(-c3ccc(Br)cc3)o2)=NN1	1	-0.2	16	1	-6
26	Cc1cccc(NC(=O)c2nc[nH]c2C(=O)NCC(=O)OCc2ccccc2)c1	-6	-0.1	16	2	-1
27	CC(C)NCc1cc(Br)ccc1OCc1ccccc1	-1	4.8	11	-4	10
28	CCc1cc(=O)oc2c3c(cc(OCC(=O)NCc4cccnc4)c12)OC(C)(C)CC3	-3	-1.1	20	2	22
29	CCc1ccccc1N1CC(C(=O)Nc2cc(C)on2)CC1=O (stereo unspecified)	1	-0.5	2	0	-5
30	Cc1ccc(S(=O)(=O)/N=C(/c2ccc(F)cc2)N2CCCCC2)cc1	2	4.9	10	2	13
31	CCN(C(=O)COC(=O)c1ccc(F)c(S(=O)(=O)N2CCOCC2)c1)C1CCS(=O)(=O)C1 (stereo unspecified)	0	-0.2	23	1	-19
32	COc1ccc(/C=N/Nc2cc(C)nc3ccc(Br)cc23)cc1	-5	21	42	17*	-9
33	Cc1cc(NC(=O)[C@H](C)NC(=O)c2ccco2)ccc1Br	0	2.4	11	2	13
34	COc1ccc(OCCSc2nc(N)cc(=O)[nH]2)cc1	-2	-2.4	5	-2	4
35	COc1ccc2c(=O)cc(C(=O)O)oc2c1	-4	-0.4	-4	-2	1
36	COC(=O)c1cc(Br)c(=O)n(CCc2ccc(F)cc2)c1	0	-1.4	17	-4	6

#	TIM10 inh	tim23-1 inh	APJ antagonist	beta cell repl
25	2	6	4	-3
26	5	2	-16	-5
27	5	5	-3	-3
28	6	17	-69	-1
29	-7	11	10	-5
30	4	27	-11	0
31	-2	9	20	-4
32	-14	-6	-6	-7
33	-19	11	-7	-6
34	11	0	11	0
35	-8	1	4	0
36	3	21	16	-3

Remaining list, next part
#	Structure	GRIN3A LBD mod	MPTP inh	NALP3 yeast inh	APJ ag	tim10-1 inh
37	CCOc1ccc(S(=O)(=O)NNC(=S)Nc2ccc(Br)cc2)cc1	-4	14	24	2	19
38	O=C(c1ccc(N2CCCC2=O)cc1)N1CCCCCC1	3	-0.8	-8	-1	3
39	COc1ccc(NC(=O)C2Cc3ccccc3CN2C(=O)c2ccccc2)cn1 (stereo unspecified)	0	-0.4	14	-2	11
40	OCC(CO)(CO)N=Cc1c(O)ccc2ccccc12	1	-2.5	3	0	14
41	CC(C)OCCCNc1nc(-c2ccccc2)nc2ccccc12	-10	1.2	21	2	6
42	O=C(O)CCC(=O)NCc1ccc(C(=O)O)cc1	1	0.3	-7	-1	-6
43	COc1ccc(CCNc2nc(-c3ccco3)cc(C(F)(F)F)n2)cc1OC	-8	4.0	6	-7	24
44	Cc1ccc(NNC(=S)Nc2ccc(C(C)C)cc2)c(C)c1	2	12	6	-5	13
45	C=CCN1CN(S(=O)(=O)c2ccc(OC)cc2)c2nc3ccccc3nc21	1	0.5	-2	3	29
46	CCNc1nc(NCC)nc(N(CC)C(N)=S)n1	4	0.6	13	-2	11
47	O=S(=O)(/N=C(/c1ccccc1)N1CCOCC1)c1ccc(Br)cc1	0	-2.1	1	0	12
48	Cc1ccc(NC(=O)/C=C/c2ccc([N+](=O)[O-])s2)cc1	-6	2.8	3	0	4

#	TIM10 inh	tim23-1 inh	APJ antagonist	beta cell repl
37	0	12	8	0
38	-7	8	1	4
39	19	11	3	0
40	-5	20	-38	-3
41	7	32	5	-4
42	-4	19	4	-3
43	32	6	6	0
44	0	23	30	-7
45	2	38	3	5
46	16	23	-3	-2
47	2	20	7	-2
48	5	4	13	0

Looked up above:
O=C(O)CCC(=O)NCc1ccc(C(=O)O)cc1 | TIM10 inh: -4
CC(C)CCN1CCN(Cc2cc3ccccc3[nH]2)CC1CCO (stereo unspecified) | beta cell repl: -1
O=C(CN1C(=O)NC2(CCCC2)C1=O)NCc1ccco1 | tim10-1 inh: 2

Continuation:
#	Structure	GRIN3A LBD mod	MPTP inh	NALP3 yeast inh	APJ ag	tim10-1 inh
49	Cc1ccc(Sc2ncccc2COC(=O)Nc2c(C)cccc2C)cc1	7	1.3	10	-1	37
50	CN(c1ccccc1)S(=O)(=O)c1ccc(C(=O)NCc2ccccc2F)cc1	1	1.2	22	-2	8
51	Cc1ccc2c(c1)[C@@H]1[C@H](CO2)[C@H](c2ccccc2)[C@]2(C)C(=O)N[C@H](C)C(=O)N12	2	-1.0	12	-1	-14
52	COc1ccccc1NC(=O)/C=C/C(=O)O	-2	1.3	10	-3	1

#	TIM10 inh	tim23-1 inh	APJ antagonist	beta cell repl
49	24	41	-21	-2
50	2	15	-12	-4
51	-1	10	11	2
52	6	7	12	-2
